Compound activity: PubChem, several laboratories
KOR beta-arrestin-1 – kappa opioid receptor activators – cell-based, luminescence, uHTS, primary screen (AID 1777); activation, % at 10 µM; hits with a dose series show EC50 in µM; actives 0.02% (n = 280,000); KOR beta-arrestin recruitment, luminescence; higher % means a stronger effect; in the data active = activation above about 50%, passing the limit was not always enough; note: a part of the inactive calls stands beside numbers as strong as those of hits
GPR55 activation – GPR55 agonists via beta-arrestin recruitment, primary screen, imaging, U2OS cells, beta-arrestin-GFP redistribution (AID 1961) | U2OS GPR55 beta-arrestin-GFP redistribution imaging; higher % means a stronger effect | activation, % at 10 µM, or EC50 in µM where a hit was titrated | actives 0.048% (n = 290,000);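 active = activation above 40% with more than 50 cells counted in the well; inconclusive = wells holding fewer than 50 cells, flagged as toxic or sparse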;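 note: U2OS osteosarcoma cells stably expressing GPR55 and beta-arrestin-GFP; plate controls were DMSO negative control for no effect and LPI positive control for full effect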
GPR55 antagonists – GPR55 antagonists blocking LPI-driven arrestin recruitment, primary screen, imaging, U2OS, beta-arrestin-GFP, LPI agonist (AID 2013); U2OS GPR55 beta-arrestin-GFP translocation imaging, LPI antagonism; higher % means a stronger effect; inhibition, % at 10 µM; hits with a dose series show IC50 in µM; actives 0.13% (n = 290,000);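 active = spots per cell inhibited over 60%, with over 100 cells counted and total cytoplasm intensity under 500,000; inconclusive = wells with under 100 cells, flagged as likely toxic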;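 note: U2OS cells stably carrying GPR55 and arrestin-GFP stimulated by 5 µM LPI near EC80; imaged beta-arrestin-GFP aggregate spots per cell after agonist stimulation; plate controls were LPI-stimulated DMSO wells for no effect and DMSO wells without LPI for full effect; some results filed as inactive read as strong as hits; confirmed hits need IC50 under 10 µM and bright autofluorescent wells are also inconclusive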
Rac1 GTP hydrolysis – MgcRacGAP GTPase-activating activity inhibitors, confirmation, biochemical, ADP Hunter fluorescence; MgcRacGAP-stimulated Rac1 GTP hydrolysis, ADP Hunter fluorescence; higher % means a stronger effect; GST-tagged Rac1 F28L mutant substrate; inhibition, % at 30 µM, or IC50 in µM where a hit was titrated; actives 0.6% (n = 340,000);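 active = first-screen hits whose inhibition reached a set limit at any dose in the follow-up dose series; inconclusive = inhibition above the set first-screen limit but never retested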;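 note: fluorescence reports GDP produced by GAP-driven GTP hydrolysis; strong numbers were not always called active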
KOR beta-arrestin-2 – KOR antagonists, beta-arrestin recruitment, cell-based, luminescence, uHTS (AID 1778). actives 0.091% (n = 290,000). one-dose inhibition, % at 10 µM; IC50 in µM for titrated hits. KOR beta-arrestin recruitment, luminescence, antagonist mode; higher % means a stronger effect; note: strong numbers were not always called active
NOD2 inhibition – NOD2 signaling inhibitors, cell-based, luminescence, uHTS, HEK293 (AID 1566); HEK293 NOD2/NF-kB luciferase reporter, luminescence; higher % means a stronger effect; actives 0.63% (n = 290,000); one-dose inhibition, % at 4 µM; EC50 in µM for titrated hits; note: many of its hits are not listed in these tables
HIV fusion peptide – cell-free HIV fusion peptide-binding blockers – biochemical, uHTS, fluorescence dequenching, primary screen (AID 1986); actives 0.3% (n = 290,000); inhibition, % at 20 µM, or IC50 in µM where a hit was titrated; cell-free peptide binding, fluorescence dequenching, 30 min; higher % means a stronger effect; in the data active = inhibition mostly above about 52%, no sharp cut-off; inactive = mostly below about 76%; note: some results filed as inactive read as strong as hits
Large T inhibition – TAg ATPase/helicase activity blockers – biochemical (AID 1903); SV40 large T antigen ATPase/helicase inhibition assay; higher % means a stronger effect; inhibition, % at 20 µM, or IC50 in µM where a hit was titrated; actives 0.39% (n = 310,000); in the data active = a potency from the dose series; inconclusive = inhibition mostly from about 32% at the one dose, without a potency; inactive = the rest, 99 in 100 with inhibition below about 32%; note: strong numbers were not always called active
NOD1 inhibition – inhibition of NOD1-driven NF-kB reporter – cell-based, luminescence, uHTS, primary screen (AID 1578) | NOD1-driven NF-kB luciferase reporter cells, luminescence; higher % means a stronger effect | inhibition, % at 4 µM, or EC50 in µM where a hit was titrated | actives 1% (n = 290,000); in the data active = inhibition mostly above about 36%, no sharp cut-off; inactive = mostly below about 34%;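 note: HEK-293T reporter cells stimulated with the NOD1 agonist gamma-tri-DAP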
An asterisk follows results filed as active; ? = inconclusive; / = not tested or not shown; [ ] = remark or other dose. Cut-off read from the data, not from the text of the source, unless noted: active = inhibition above about 50%; inactive = the rest.

SMILES	KOR beta-arrestin-1	GPR55 activation	GPR55 antagonists	Rac1 GTP hydrolysis	KOR beta-arrestin-2	NOD2 inhibition	HIV fusion peptide	Large T inhibition	NOD1 inhibition
COCCCNc1nc2c(-c3cccc(C(F)(F)F)c3)nnn2c2ccccc12	-3.1%	-0.3%	0%	-1%	-7%	18%	-1.8%	13%	-31%
CCOc1ccc2ccc(OCC)c(/C=N/n3cnnc3)c2c1	-1.4%	-0.1%	4%	14%	17%	-7%	-1.0%	13%	-42%
Cn1c(=O)c2c(n(Cc3ccccc3)c1=O)NC(=O)C2CC(=O)O (stereo not drawn)	-0.1%	-0.1%	10%	0%	-106%	-3%	-0.4%	3%	4%
COCCNC(=O)CSc1ccc(C)cc1	-2.2%	-0.1%	5%	4%	22%	5%	-2.0%	2%	11%
COC(=O)c1ccn(Cc2ccccc2Cl)n1	-1.4%	-0.6%	1%	5%	4%	-32%	-2.9%	3%	-11%
COc1ccc(OC)c(-c2csc(NC(=O)Cc3cc(OC)c(OC)c(OC)c3)n2)c1	-6.4%	0.2%	-6%	2%	-6%	35%	-0.3%	11%	30%
COc1ccc(N2C(=O)CSC2c2cccc(F)c2)cc1 (stereo not drawn)	4.8%	0.0%	-2%	8%	19%	-53%	0.8%	10%	1%
COc1ccc(Nc2nnc(-c3ccc(C(N)=O)cc3)c3ccccc23)cc1	-1.4%	-0.2%	12%	-8%	23%[20 µM]	18%	-0.6%	10%	-24%
CCN(CC)CCCNC1CCS(=O)(=O)C1 (stereo not drawn)	0.4%	-0.1%	2%	3%	34%	7%	-0.6%	1%	-14%
COCCCNC(=O)c1ccccc1N(Cc1ccccc1)S(=O)(=O)c1ccc(OC)cc1	2.8%	0.2%	6%	4%	2%	1%	0.7%	7%	-13%
CN1CCc2c(C#N)c(N3CCOCC3)nc(NCC3CCCO3)c2C1 (stereo not drawn)	/	0.0%	3%	/	7%	1%	10%	-1%	-3%
Cc1ccccc1-n1c(C)nc2ccccc21	-0.6%	0.2%	17%	0%	-2%	2%	1.0%	1%	-9%
CCCCN(C(=O)CNC(=O)c1ccco1)C(C(=O)NC1CCCCC1)c1ccc(OC)cc1OC (stereo not drawn)	-5.7%	0.3%	-4%	-1%	21%	13%	0.3%	0%	-5%
CNC(=O)c1[nH]cnc1C(=O)Nc1ccc(Cl)cc1	3.7%	-0.1%	10%	9%	9%	-34%	-0.5%	5%	-15%
CCc1sc(C(=O)Nc2ccc(F)cc2C)cc1C	-3.5%	0.3%	6%	-1%	-19%	9%	4.1%	12%	-37%
O=C(Nc1cccc(Cl)c1)/C(=C\c1cccnc1)NC(=O)c1ccco1	-4.1%	-0.3%	12%	-4%	-12%	18%	1.5%	8%	-10%
Cc1onc(-c2c(F)cccc2Cl)c1C(=O)OCc1cnc(Cl)s1	0.6%	0.0%	24%	8%	-9%	13%	1.1%	9%	-1%
Cc1ccc(CN(c2ccc(C(=O)N3CCc4ccccc4C3)cc2)S(C)(=O)=O)cc1	-1.1%	0.2%	27%	-9%	-23%	20%	0.5%	0%	-10%
Cc1nn(-c2ccccc2)c2[nH]c(=O)c(CNc3ccc(N4CCOCC4)cc3)cc12	3.3%	0.2%	-6%	?	-33%	-9%	-1.5%	5µM*	-11%
O=C(NNC(=O)C(O)c1ccccc1)NC1CCCCC1 (stereo not drawn)	7.3%	-0.1%	-8%	9%	-22%	-16%	0.0%	6%	-26%
Fc1ccc(/C=N/c2c(-c3ccc(F)cc3)nc3n2CCS3)cc1	-0.5%	-0.1%	5%	9%	32%	12%	0.1%	0%	16%
CCOC(=O)C1CCN(c2c(N3CCN(c4ccccc4OC)CC3)c(=O)c2=O)CC1	-2.1%	-0.1%	13%	1%	-25%	4%	3.0%	6%	-8%
COc1ccccc1-c1c(C)nn2c(N3CCC(C)CC3)cc(C)nc12	2.1%	-0.1%	16%	3%	-13%	12%	0.4%	19%	4%
NC(=O)c1nnn(-c2ccccc2)c1N	/	-0.2%	-7%	3%	-29%[20 µM]	19%	-1.6%	26%	-29%
OCCOc1nnnn1-c1ccccc1	-4.2%	-0.4%	-16%	9%	1%	16%	-1.3%	2%	21%
CC(C(=O)NC1C=CS(=O)(=O)C1)N1C(=O)/C(=C/c2cccc(Cl)c2)SC1=S (stereo not drawn)	-0.3%	0.2%	21%	3%	-24%	8%	5.5%	10%	37%
CCOc1ccc(-c2csc(NC(=O)c3ccco3)n2)cc1	-1.7%	-0.1%	6%	9%	-9%	-41%	2.4%	23%	-65%
CC1(C)CC(=O)C2=C(C1)Nc1ccccc1NC2c1ccc2c(c1)OCO2 (stereo not drawn)	3.4%	-0.2%	1%	4%	-7%	-16%	30%	10%	-20%
FC(F)(F)c1cc(-c2ccc(Cl)cc2)nc2ncnn12	0.0%	-0.1%	6%	14%	20%	2%	-2.3%	22%	-12%
COc1ccc(-c2cc(C(=O)Nc3ccccc3SC)no2)cc1	-1.3%	0.0%	-1%	6%	1%	12%	-1.1%	-2%	-7%
O=C(O)c1ccc(-c2nnn(Cc3cccc(C(F)(F)F)c3)n2)cc1	/	-0.1%	0%	5%	12%	4%	2.3%	12%	-8%
O=C(CN1C(=O)NC2(CCCC2)C1=O)N1CCN(S(=O)(=O)c2cccc(F)c2)CC1	2.7%	1.0%	7%	6%	-6%	5%	-0.2%	12%	-4%
CC1CN(C(=O)c2cc(S(=O)(=O)N3CCCC3)ccc2Cl)CC(C)O1 (stereo not drawn)	-1.3%	0.0%	20%	7%	-8%	14%	1.1%	/	-11%
CCOc1ccc(NC(=O)CCSc2ccc3ccccc3n2)cc1	-2.0%	0.4%	-1%	5%	25%	5%	-2.1%	11%	-11%
COc1ccc(S(=O)(=O)N(CC(=O)NC2CCCC2)c2ccccc2OC)cc1	2.2%	-0.2%	24%	0%	4%	-2%	-1.1%	10%	-5%
O=C1C2ON(c3ccccc3)C(c3cccnc3)C2C(=O)N1c1ccc(Cl)c(Cl)c1 (stereo not drawn)	/	-0.2%	2%	-1%	11%	3%	-0.2%	-2%	6%

A second format for part of the listing above.
Value order: KOR beta-arrestin-1	GPR55 activation	GPR55 antagonists	Rac1 GTP hydrolysis	KOR beta-arrestin-2	NOD2 inhibition	HIV fusion peptide	Large T inhibition	NOD1 inhibition
> CC1(C)CC(=O)C2=C(C1)Nc1ccccc1NC2c1ccc2c(c1)OCO2 (stereo not drawn)
    3.4%	-0.2%	1%	4%	-7%	-16%	30%	10%	-20%
> Cc1ccccc1-n1c(C)nc2ccccc21
    -0.6%	0.2%	17%	0%	-2%	2%	1.0%	1%	-9%

(next part)
SMILES	KOR beta-arrestin-1	GPR55 activation	GPR55 antagonists	Rac1 GTP hydrolysis	KOR beta-arrestin-2	NOD2 inhibition	HIV fusion peptide	Large T inhibition	NOD1 inhibition
CCC(C)(C)NC(=O)Nc1cc(Cl)ccc1OC	2.7%	-0.4%	2%	7%	-30%	14%	1.5%	12%	-20%
COCCCNC(=O)Cn1nnc(-c2ccc(NC(=O)c3ccccc3OC)cc2)n1	-9.6%	-0.1%	3%	2%	6%	3%	-2.3%	3%	-16%
CCOC(=O)N1CCC(NCc2c(C(=O)N(C)Cc3ccccc3)nc3ccccn23)CC1	/	0.0%	7%	8%	0%	-3%	-0.6%	25%	-46%
C/C(N)=C(/C#N)C(=O)COC(=O)c1cc(-c2ccc(C)cc2)nc2ccccc12	3.3%	-0.2%	0%	6%	15%	-15%	-1.0%	5%	-1%
O=C(NCCc1ccccc1)c1ccc2nc3cc(Cl)ccc3c(=O)n2c1	-3.4%	-0.1%	-11%	5%	-7%	23%	0.3%	25%	1%
CC(C)C(=O)c1cn(CC(=O)O)c2ccccc12	-3.4%	-0.2%	2%	8%	5%	9%	-2.0%	6%	28%
COc1ccc(N(C(=O)C(C)C)S(=O)(=O)c2cccc3cccnc23)cc1	6.2%	0.4%	12%	-1%	5%	2%	0.6%	9%	-16%
CNC(=S)N/N=C/c1cc(C)n(-c2ccc(Cl)c(Cl)c2)c1C	6.8%	1.0%	3%	7%	-198%	-29%	-1.8%	14%	-24%
Oc1ccc(Oc2ncc(Cl)cc2Cl)cc1	-2.5%	0.3%	-7%	17%	10%	1%	1.2%	20%	-2%
COc1ccc(CCN2C(=O)c3ccccc3C2(O)c2ncc[nH]2)cc1OC (stereo not drawn)	10%	0.1%	-6%	13%	14%	12%	1.1%	8%	-14%
COc1ccc(NC(=O)CN2C(=O)C(C)Oc3ccccc32)cc1 (stereo not drawn)	-3.5%	0.1%	0%	10%	-22%	-1%	1.5%	-3%	-15%
CC(=O)c1ccc(OCc2cc(C(=O)N(C)Cc3cc(C)no3)no2)cc1	0.1%	-0.1%	9%	13%	2%	-11%	-1.2%	2%	-43%
CC(C)(C)NC(=O)CN(C(=O)C(=O)Nc1ccc2c(c1)OCCO2)C1CC1	-2.7%	-0.1%	-6%	11%	12%	24%	0.2%	2%	13%
Cc1ccccc1NC(=O)C(=Cc1ccc(C(=O)O)cc1)C(=O)Nc1ccccc1C	-2.4%	0.3%	-2%	5%	-28%	-49%	6.3%	12%	39%*
OC1CCCN(c2c3c(nc4cc(-c5cccc(F)c5)nn24)CCCC3)C1 (stereo not drawn)	-3.9%	-0.1%	30%	14%	-58%[20 µM]	-69%	-1.8%	-4%	-22%
Cn1cnnc1SCC(=O)Nc1sccc1C#N	-7.0%	0.2%	-2%	-2%	26%	13%	0.1%	10%	-4%
COc1ccc(C2C(C(=O)O)CCC(=O)N2c2ccc(C)cc2)cc1OC (stereo not drawn)	3.0%	-0.1%	8%	12%	21%	11%	-1.8%	3%	7%
COc1ccccc1-n1c(SCC(=O)N2CCCC2)nnc1-c1ccccc1	-0.8%	-1.5%	9%	1%	25%	9%	0.5%	5%	-5%
COc1ccc(/C=N/NC(=S)Nc2ccccc2)cc1COc1cccc(C)c1C	13%	0.0%	5%	8%	-63%	-43%	0.9%	24%	-12%
O=c1c2cc(Cl)ccc2[nH]c(=S)n1Cc1cccs1	5.0%	-0.2%	27%	4%	25%	21%	-1.4%	5%	25%
O=C(CSc1nnnn1C1CCCC1)Nc1ccc2c(c1)OCO2	-5.1%	-0.2%	11%	1%	-14%	-17%	-2.2%	6%	-6%
CC(NC(=O)c1ccccc1SCC(=O)N1CCCC1)c1ccc(F)cc1 (stereo not drawn)	4.0%	0.0%	5%	5%	3%	8%	0.0%	20%	-19%
COc1cccc(C2CC(c3cccs3)=NN2S(C)(=O)=O)c1 (stereo not drawn)	-4.1%	-0.4%	2%	-8%	4%	8%	-0.9%	0%	48%*
CC(C)Oc1cc(NC(=O)CS(=O)CC(=O)Nc2cccc(C(F)(F)F)c2)c(Cl)cc1Cl (stereo not drawn)	-0.9%	-0.1%	32%	1%	-19%	3%	4.1%	11%	0%

Only part of the results is shown; the hit share may differ from the screen's.
